From PubChem BioAssay
TexasRed fluor: alters Texas Red total fluorescence, flagging assay interference; TRb/SRC2 Texas Red total fluorescence interference; Potency, µM (titrated, usually from 106 µM), for the others: at the highest dose fluorescence change, negative = quenching; 0.29% of 280,000 active; AID 1479; active means well fitted curve in either direction with a large enough effect; inconclusive means small, poorly fitted or top-dose-only effect; further: on the % scale 0 is the no-effect control and ±100 the full control effect
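Human TRβ ligand-binding domain (0.6 uM) and Texas Red SRC2 peptide (20 nM) in Tris buffer with 1 uM T3 and 5% DMSO were incubated with pinned compound for 5 hr at ambient temperature. Total fluorescence was computed as S + 2P (555/632 nm).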
SMN2 splice up: enhancers of SMN2 splice variant expression | HEK293 SMN2-luciferase splicing reporter, luminescence, 30-36 h | 2.8% of 210,000 active | AID 1458 | Potency, µM (doses to about 46.1 µM), for the others: at the top dose activity change, positive = activation, hits mostly activators; further: % of control where 0% means no effect; nearly all actives have a fitted effect of over 55% in size
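HEK293 cells carry an SMN2 minigene-luciferase reporter in which exon 7 inclusion puts luciferase in frame. Cells were seeded at 2000 cells/well, attached for 10-12 hours, then exposed to compounds for 30-36 hours at 37C before ONE-Glo luminescence.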
GoLoco inh red: RGS12 GoLoco-Gai1 interaction inhibition; AID 880; P63096; Potency, µM (top dose mostly 61.6 µM), for inactives: top-dose activity, negative = inhibition, actives largely listed as inhibitors; 0.44% of 230,000 active; Gai1:RGS12 GoLoco peptide FP, rhodamine, 10 min; active means well fitted inhibition curve with a large enough effect, not every such curve was filed as active; inactive means no such curve, though single readings can be large or run the other way; further: on the % scale 0 is the no-effect control and ±100 the full control effect; nearly all actives have a fitted effect of over 30% in size; many of its hits are not listed in these tables
Target sequence (P63096 whole entry, looked up): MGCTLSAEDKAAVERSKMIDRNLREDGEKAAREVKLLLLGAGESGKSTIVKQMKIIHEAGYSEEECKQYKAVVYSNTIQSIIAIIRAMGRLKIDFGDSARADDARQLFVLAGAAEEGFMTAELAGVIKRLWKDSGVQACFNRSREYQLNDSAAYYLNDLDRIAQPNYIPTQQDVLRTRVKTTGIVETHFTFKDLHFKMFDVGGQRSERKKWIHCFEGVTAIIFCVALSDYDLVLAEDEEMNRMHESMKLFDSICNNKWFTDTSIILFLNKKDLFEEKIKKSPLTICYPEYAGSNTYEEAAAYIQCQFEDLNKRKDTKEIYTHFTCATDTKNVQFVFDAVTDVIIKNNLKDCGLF
KDM4E inh: inhibitors of human JMJD2E histone demethylase; B2RXH2; JMJD2E catalytic domain, FDH-coupled NADH fluorescence (FDH is formaldehyde dehydrogenase); Potency, µM (top dose mostly 57.1 µM), for the others: at the top dose activity change, negative = inhibition, usual class: inhibitors; 1.6% of 230,000 active; active means well fitted inhibition curve with a large enough effect, not every such curve was filed as active; inconclusive means small, poorly fitted or top-dose-only effect, or another doubt; inactive means no such curve, though single readings can be large or run the other way;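 further: 0% = wells with enzyme and -100% = buffer wells without enzyme; nearly all actives have a fitted effect of over 50% in size; many of its hits are not listed in these tables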
LMNA splice mod: modulators of lamin A splicing; AID 1487; HeLa LMNA splicing GFP/RFP minigene ratio, 48 h; 0.01% of 200,000 active; Potency, µM (series often up to 46.1 µM), for inactives: at the highest dose ratio change, negative = inhibition, actives largely listed as inhibitors; active means well fitted inhibition curve with a large enough effect in the signal ratio, with a control signal flat, not every such curve was filed as active; inconclusive means small, poorly fitted or top-dose-only effect, or effect the other way, or a change in a side signal; the % refers to the signal ratio; further: on the % scale 0 is the no-effect control and ±100 the full control effect
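S3 HeLa stable clones carrying a lamin A-EGFP splicing minigene plus DsRed2 were seeded at 600 cells/well in Opti-MEM with 2% FBS, pin-dosed and incubated 48 h at 37°C. Acumen cytometry (488 nm) gave the GFP/RFP total-intensity ratio.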
TRb-SRC2 inh: TRbeta-SRC2 interaction inhibition; P10828; TRbeta-SRC2 peptide binding, fluorescence polarization; receptor liganded with 1 µM T3; Potency, µM (titrated, usually from 106 µM), for the others: at the top dose activity change, negative = inhibition, usual class: inhibitors; 0.065% of 280,000 active; AID 1469;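 further: plate controls were bound peptide for no effect and peptide without receptor for full effect; nearly all actives have a fitted effect of over 50% in size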
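Quantitative HTS by FP: 0.6 uM TRb LBD, 20 nM labeled SRC2 20-mer, 1 uM T3, 5% DMSO; 5 hr ambient incubation; % activity per concentration and potencies from concentration series.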
ALDH1A1 inh: blocks purified human ALDH1A1 activity. P00352. Purified ALDH1A1, NADH fluorescence, propionaldehyde substrate. Potency, µM (top dose mostly 75.3 µM), inactives show top-dose activity, negative = inhibition, actives largely listed as inhibitors. 7.3% of 220,000 active; active means well fitted inhibition curve with a large enough effect, not every such curve was filed as active; inconclusive means small, poorly fitted or top-dose-only effect, or another doubt; inactive means no such curve, though single readings can be large or run the other way;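 further: plate controls were no enzyme wells and a reference inhibitor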
Target sequence (P00352 whole entry, looked up): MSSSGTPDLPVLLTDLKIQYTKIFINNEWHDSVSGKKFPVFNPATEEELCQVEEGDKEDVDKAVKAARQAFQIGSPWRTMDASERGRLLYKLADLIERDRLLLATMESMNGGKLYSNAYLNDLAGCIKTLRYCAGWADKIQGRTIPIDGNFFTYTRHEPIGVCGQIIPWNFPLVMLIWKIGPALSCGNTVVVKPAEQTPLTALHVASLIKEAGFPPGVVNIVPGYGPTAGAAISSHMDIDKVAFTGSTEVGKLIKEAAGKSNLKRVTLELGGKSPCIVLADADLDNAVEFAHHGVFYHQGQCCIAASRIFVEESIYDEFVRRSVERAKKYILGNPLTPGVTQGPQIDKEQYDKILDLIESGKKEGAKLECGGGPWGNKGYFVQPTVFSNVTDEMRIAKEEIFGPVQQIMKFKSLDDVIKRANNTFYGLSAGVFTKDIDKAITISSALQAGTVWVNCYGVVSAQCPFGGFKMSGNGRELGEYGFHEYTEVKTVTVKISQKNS
RECQ1 inh: blocks DNA unwinding by human RECQ1. RECQ1 DNA unwinding, red fluorescence kinetic read. Potency, µM (top dose mostly 57.3 µM), inactives show at the top dose activity, negative = inhibition, actives largely listed as inhibitors. 0.54% of 240,000 active. P46063. AID 2549;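 further: plate controls were vehicle for no effect and no enzyme for full effect; nearly all actives have a fitted effect of over 30% in size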
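RECQ1T1 50 nM; forked duplex (20 bp + 30-nt ss tails) 200 nM, ATP 2 mM final; pH 8.0, 2 mM MgCl2, 2.5 ug/ml poly(dI-dC); 15 min compound preincubation; discontinuous kinetic read over 2 h at RT.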
Active calls of the source: *; i = inactive; ? = inconclusive; / = no result given; & = joins results of further samples; [ ] = dose if it differs, or a comment. Unless noted, the call rests on the fitted dose curve; in most records, active means well fitted curve in the direction sought with a large enough effect; inconclusive means small, poorly fitted or top-dose-only effect, or another doubt; inactive means no such curve, though single readings can be large; an effect the other way counts as inactive or inconclusive. Potency means the concentration at half of the fitted maximal effect. Only part of the results is shown (hit frequency here may not be typical).

SMILES	TexasRed fluor	SMN2 splice up	GoLoco inh red	KDM4E inh	LMNA splice mod	TRb-SRC2 inh	ALDH1A1 inh	RECQ1 inh
COCCn1c(SCC(=O)N2CCCc3ccccc32)nc2c(c1=O)SC(C)C2 (stereo not given)	-0.4%	-10.3%	1.9%	0.0%	-10.0%	-27.5%	20µM*	i
CNC(=S)N(Cc1ccco1)Cc1cc2cc(OC)ccc2[nH]c1=O	-6.1%	/	7.1%	-3.5%	/	-8.2%	1.8%	i
COc1cccc(-c2nnc(SCC(=O)N3CC(C)CC(C)C3)o2)c1 (stereo not given)	1.1%	-21.3%	9.5%	-0.5%	-6.2%	3.3%	-3.5%	-2.5%
CCCOC(=O)c1c(N)sc2c1CCC2	-3.4%	29.2%	43.8%[activator]	-15.3%	9.2%	-4.9%	28.2µM*	8.5%
Cc1cc(C(=O)OCC(=O)NC(C)(C)C)c2ccccc2n1	-1.8%	-13.5%	2.0%	?	5.3%	4.5%	4.0%	6.6%
O=C(Nc1nn[nH]n1)c1cc(-c2ccc(Cl)c(Cl)c2Cl)nc2ccccc12	-7.1%	4.7%	4.6%	4.4%	/	-0.8%	-10.1%	i
Cc1ccccc1-c1nnc(SCc2ccccc2F)o1	2.2%	12.6µM*	-3.6%	-3.0%	?	1.9%	-12.2%	i
Cc1ccc(S(=O)(=O)N2CCC(c3nc4c(nnn4Cc4ccccc4)c(=O)[nH]3)CC2)cc1	-1.9%	-0.4%	4.2%	-18.4%	?	-11.8%	?	i
C/C(=N/NC(=O)Cn1nc2ccccc2n1)c1ccc(F)cc1	-1.3%	4.4%	-6.0%	7.2%	10.8%	-2.5%	9.0%	i
Cn1c(SCC(=O)N/N=C/c2ccc(O)c(O)c2)nc2ccccc21	-1.9%	/	-24.1%	25.1µM*	/	2.5%	/	-23.7%
Fc1ccc(C2=Nn3c(Cc4ccccc4F)nnc3SC2)cc1	-0.2%	-1.0%	4.2%	-0.5%	15.1%	-10.4%	-4.1%	i
Nc1ccc(CN2CCOCC2)cc1	-1.1%	-3.8%	-2.8%	0.6%	/	1.9%	5.0%	-11.7%
N#C/C(=N\Nc1ccc(S(=O)(=O)N2CCCCC2)cc1)C(N)=S	-4.3%[53 µM]	-45.1%[inhibitor]	2.9%	0.8%	?	4.1%[53 µM]	12.6µM*	i
NNC(=S)NC1CCCCCCCCCCC1	-0.2%	/	9.4%	-2.3%	/	0.1%	/	-0.1%
Cc1cc(=O)[nH]c(SCC(=O)Nc2cccc3ccccc23)c1C#N	-0.8%	-82.6%[inhibitor]	-3.3%	?	?	-21.2%	?	6.8%
COc1cc(Cl)ccc1NC(=O)COc1ccccc1C(=O)N1CCN(c2ccc(O)cc2)CC1	-1.4%	-41.2%[inhibitor]	-15.1%	-14.8%	?	-3.5%	?	i
O=S(=O)(Cc1ccccc1)N1CCC(c2nc(-c3cccs3)no2)CC1	2.0%	-1.8%	12.1%	6.0%	-4.8%	-3.4%	-6.6%	-17.7%
Cc1cccc(C)c1NC(=O)N1C2CCCC1CC(NC(=O)C(C)(C)C)C2 (stereo not given)	5.5%	-11.4%	3.0%	0.2%	?	10.1%	15.1%	-1.8%
Cc1ccccc1SCC(=O)Nc1cccc(C#N)c1	-4.6%	-1.9%	-1.9%	0.1%	12.4%	-9.8%	1.3%	-8.7%
Cn1ncc(N2CCN(S(=O)(=O)c3ccc(Br)cc3)CC2)c(Cl)c1=O	-4.4%	-3.3%	5.2%	-7.6%	-0.3%[46 µM]	-0.6%	9.4%	-1.2%
Cc1ccc(S(=O)(=O)Oc2cccc(/C=N/Nc3ccc(C(=O)O)cc3)c2)cc1	-3.9%	/	-3.2%	-10.1%	/	4.8%	/	-0.9%
Cc1ccc(N(C(=O)c2cc3ccccc3oc2=O)C2C=CS(=O)(=O)C2)cc1 (stereo not given)	-2.6%	/	/	5.2%	?	-9.5%	?	0.2%
S=c1nc(-c2ccccc2)n(Cc2ccco2)c2c1CCCC2	0.3%	-10.9%	2.6%	-5.6%	10.2%	0.3%	10µM*	-11.3%
COC(=O)C1(C(=O)OC)CC2=CC(CC2=O)Cc2ccccc2[C@@H]1C[N+](=O)[O-] (stereo not given in full)	-1.2%	3.2%	22.4µM*	-4.2%	/	3.1%	9.5%	i

Reprinted at random: seven records from the list, in no set order.
SMILES	TexasRed fluor	SMN2 splice up	GoLoco inh red	KDM4E inh	LMNA splice mod	TRb-SRC2 inh	ALDH1A1 inh	RECQ1 inh
COc1cc(Cl)ccc1NC(=O)COc1ccccc1C(=O)N1CCN(c2ccc(O)cc2)CC1	-1.4%	-41.2%[inhibitor]	-15.1%	-14.8%	?	-3.5%	?	i
COC(=O)C1(C(=O)OC)CC2=CC(CC2=O)Cc2ccccc2[C@@H]1C[N+](=O)[O-] (stereo not given in full)	-1.2%	3.2%	22.4µM*	-4.2%	/	3.1%	9.5%	i
Cc1cc(=O)[nH]c(SCC(=O)Nc2cccc3ccccc23)c1C#N	-0.8%	-82.6%[inhibitor]	-3.3%	?	?	-21.2%	?	6.8%
O=S(=O)(Cc1ccccc1)N1CCC(c2nc(-c3cccs3)no2)CC1	2.0%	-1.8%	12.1%	6.0%	-4.8%	-3.4%	-6.6%	-17.7%
Cn1ncc(N2CCN(S(=O)(=O)c3ccc(Br)cc3)CC2)c(Cl)c1=O	-4.4%	-3.3%	5.2%	-7.6%	-0.3%[46 µM]	-0.6%	9.4%	-1.2%
Cc1ccc(N(C(=O)c2cc3ccccc3oc2=O)C2C=CS(=O)(=O)C2)cc1 (stereo not given)	-2.6%	/	/	5.2%	?	-9.5%	?	0.2%
N#C/C(=N\Nc1ccc(S(=O)(=O)N2CCCCC2)cc1)C(N)=S	-4.3%[53 µM]	-45.1%[inhibitor]	2.9%	0.8%	?	4.1%[53 µM]	12.6µM*	i

New compounds follow:
SMILES	TexasRed fluor	SMN2 splice up	GoLoco inh red	KDM4E inh	LMNA splice mod	TRb-SRC2 inh	ALDH1A1 inh	RECQ1 inh
CC(Nc1oc(-c2ccccc2)nc1-c1cccc2ccccc12)c1ccccc1 (stereo not given)	-0.1%	13.9%	-4.1%	-21.8%	/	5.6%	-11.6%	-1.5%
N#Cc1cccc(C#N)c1N1CCC(C#N)CC1	0.2%	-6.0%	-0.8%	?	?	-3.2%	?	-4.4%
CC(C)CCn1c(CN(C)Cc2ccccc2)nc2c1c(=O)n(C)c(=O)n2C	0.1%	/	/	-1.3%	?	4.6%	?	-7.2%
Cc1cc(N2CCC(C(=O)NC3CCCCC3)CC2)nc(-c2ccccc2)n1	1.8%	-15.2%	-0.1%	4.7%	-5.8%	-22.5%	18.1%	-10.3%
COC(=O)c1ccc(C23CC4(C2)[C@H](CN(Cc2cccnc2)[C@@H]4c2ccccc2)C3c2ccccc2)cc1 (stereo not given in full)	-4.8%&-1.3%	-30.5%[inhibitor]	2.6%&18.1%	-11.2%&-9.6%	/	-0.7%&3.8%	-10.4%	-10.7%&0.7%
COc1cc(NC(=O)CSc2nc(C)c(C)c(C)n2)cc(OC)c1	-0.6%	3.0%	7.3%	-2.6%	-15.0%[46 µM]	5.8%	5.4%	-10.0%
CCCCCNCCCCC	-5.8%[201 µM]	-3.4%	-3.1%	/	/	7.5%[201 µM]	?	-2.0%
CCCCCCC(=O)Nc1ccc(C(=O)N/N=C/c2cccnc2)cc1	-0.3%	-66.7%[inhibitor]	5.5%	-8.8%	-7.0%	3.7%	7.1%	4.3%
NS(=O)(=O)c1ccc(CCNC(=O)C2CCCN2C(=O)OCc2ccccc2)cc1 (stereo not given)	-0.1%	-12.6%	4.3%	-8.8%	-0.3%	-2.0%	-4.6%	-7.8%
CC(C)[C@H](NC(=O)[C@@H]1Cc2ccccc2CN1C(=O)OC(C)(C)C)C(=O)NCC1CCC(C(=O)O)CC1 (stereo not given in full)	1.8%	/	-1.3%	4.8%	/	9.4%	/	-9.3%
CCn1c(N2CCN(CC(=O)c3ccc(OC)cc3)CC2)nc2ccccc21	-1.4%	2.0%	-1.3%	-4.5%	?	-18.6%	?	-6.9%
COc1ccc(-c2cn3cc(C(F)(F)F)cc(Cl)c3n2)cc1	-0.1%	2.82µM*	19.0%	?	8.8%[46 µM]	1.2%	?	18.1%
CCOC(=O)c1ccc(NC(=O)CN2CCN(Cc3ccccc3)CC2)cc1	0.1%	-16.9%	0.9%	6.9%	?	-6.4%	-2.9%	12.7%
CC(=O)Nc1nnc(SCC(=O)c2ccc3c(c2)Cc2ccccc2-3)s1	0.1%	-11.1%[1.84 µM]	4.6%	4.8%	?	-1.5%	?	-4.0%
CC1CCN(c2ccc(/C=N\Nc3nncn3N)cc2[N+](=O)[O-])CC1	0.9%	-8.5%[1.84 µM]	0.9%	?	-7.2%	-1.0%	?	-4.8%
N#CCC(=N)N1CCN(c2ccccc2)CC1	-1.5%	5.1%	10.4%	?	-3.4%	-3.7%	6.2%	4.4%
CCOC(=O)Oc1ccc2c(=O)c(Oc3cc(C)cc(C)c3)coc2c1	3.6%	9.7%	-18.3%	?	?	-1.6%	-7.2%	-13.2%
O=C(Nc1ccc(N2CCCCC2)cc1)c1ccccn1	0.4%	-76.6%[inhibitor]	-17.4%	6.5%	/	11.2%	-0.1%	-3.0%
O=c1c2c3c(sc2ncn1/N=C/c1ccccc1)CCCC3	-1.5%	20µM*	-2.1%	4.9%	-6.7%	-5.0%	11.2µM*	-2.5%
CCOc1ccccc1N=C1SC(CC(=O)Nc2ccc(OC)cc2OC)C(=O)N1CCC1=CCCCC1 (stereo not given)	0.5%	-17.5%	15.6%	-4.5%	?	-8.9%	-4.2%	-2.7%
CCCCn1c(=O)nc2n(-c3ccc(OC)cc3)c3ccccc3cc-2c1=O	2.0%	-8.4%	8.4%	-12.7%	/	4.0%	8.91µM*	i
N#CCCn1cc(C(=O)N2CCOCC2)c(-c2ccc3c(c2)OCCO3)n1	-0.3%	-18.9%	-14.4%	-0.8%	?	3.7%	-0.3%	-10.7%
COC(=O)c1cc(-c2cccs2)[nH]n1	-6.3%	-1.8%	7.7%	-10.2%	/	-7.3%	10.1%	i
